TSG101-PTAP inh = blocks PTAP/TSG101 interaction to inhibit HIV-1 budding; Fluorescence polarization, FITC-PTAP peptide / Tsg101 binding; Potency, µM (series often up to 115 µM), for the others: at the top dose activity change, negative = inhibition, most hits filed as inhibitors; 340,000 tested, under 10 active; AID 493005; active = well fitted inhibition curve with a large enough effect in the main read-out, with a control signal flat, not every such curve was filed as active; inconclusive = small, poorly fitted or top-dose-only effect, or effect the other way, or a change in a side signal; inactive = no such curve, though single readings can be large or run the other way; note: potency is the fitted concentration of half-maximal effect; % of control where 0% means no effect
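Fluorescence anisotropy tracks displacement of a FITC-tagged PTAP peptide (50 nM) from the Tsg101 binding domain (10 uM), following a 20 min room-temperature incubation at pH 7.5.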
Chronic BCR inh = chronic active BCR signaling inhibition | ABC-DLBCL IkBa-CBG/CBR reporter, luminescence ratio, 4 h | Potency, µM (doses to about 46.1 µM), without a hit: at the highest dose ratio change, negative = lower green/red ratio, usual class: inhibitors | actives 0.05% (n = 340,000); active = well fitted inhibition curve with a large enough effect in the signal ratio, with a control signal flat, not every such curve was filed as active; inconclusive = small, poorly fitted or top-dose-only effect, or effect the other way, or a change in a side signal; the % refers to the signal ratio;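 note: potency is the fitted concentration of half-maximal effect; plate controls were basal doxycycline-induced cells for no effect and cells given 10 µM MG132 for full effect; MG132 reads +100%, hits lower the ratio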
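Concentration-response series (up to 46 uM) were applied to TMD8 dual-reporter cells for 4 h at 37C with doxycycline. Green/red ratio, after filter-overlap correction, defined %Activity; red signal alone was normalised to basal cells and zero luminescence.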
a7 integrin act = activates integrin-mediated alleviation for muscular dystrophy. alpha7betagal myoblasts, beta-gal FDG fluorescence, 48 h. Potency, µM (highest dose often 38.3 µM), for the others: at the highest dose activation, most hits filed as activators. actives 0.064% (n = 350,000). AID 624291;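 note: potency is the fitted concentration of half-maximal effect; 100% = response of the positive control SU9516; nearly all actives have a fitted effect of over 60% in size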
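alpha7betagal+/- myoblasts (passage 13, 250/well) treated 48 h at 37C with compounds at 1:260 dilution of DMSO stock. Lysed, then beta-galactosidase activity read as FDG fluorescence (ex 480/em 540) after 30 min, with pre-read for autofluorescence.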
PKM2 activator = PKM2 (human) enzyme activation. purified PKM2, Kinase-Glo ATP luminescence, activation; response scale: 0% is enzyme alone, no compound. Potency, µM (top dose mostly 57.5 µM), for inactives: top-dose activation, most hits filed as activators. actives 0.34% (n = 260,000); note: potency is the fitted concentration of half-maximal effect; % is set by controls: 0 for no effect and ±100 for the full control effect; nearly all actives have a fitted effect of over 55% in size
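hPK-M2, >95% pure; 0.1 mM ADP / 0.5 mM PEP final; imidazole pH7.2 buffer w/ 7 mM MgCl2, 50 mM KCl; 1 h RT; Kinase-Glo lum. Intermediate enzyme activity for dual inhibitor/activator qHTS.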
B2AR arrestin = beta2AR (human) beta-arrestin recruitment activity | P07550 | beta-arrestin recruitment to beta2AR, cell-based reporter | Potency, µM (top dose mostly 46.1 µM), for the others: at the top dose activation, actives largely listed as activators | actives 0.02% (n = 330,000);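 note: potency is the fitted concentration of half-maximal effect; 0% = DMSO controls and full agonism = EC100 isoproterenol or metaproterenol; nearly all actives have a fitted effect of over 65% in size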
Target sequence (P07550 whole entry, looked up): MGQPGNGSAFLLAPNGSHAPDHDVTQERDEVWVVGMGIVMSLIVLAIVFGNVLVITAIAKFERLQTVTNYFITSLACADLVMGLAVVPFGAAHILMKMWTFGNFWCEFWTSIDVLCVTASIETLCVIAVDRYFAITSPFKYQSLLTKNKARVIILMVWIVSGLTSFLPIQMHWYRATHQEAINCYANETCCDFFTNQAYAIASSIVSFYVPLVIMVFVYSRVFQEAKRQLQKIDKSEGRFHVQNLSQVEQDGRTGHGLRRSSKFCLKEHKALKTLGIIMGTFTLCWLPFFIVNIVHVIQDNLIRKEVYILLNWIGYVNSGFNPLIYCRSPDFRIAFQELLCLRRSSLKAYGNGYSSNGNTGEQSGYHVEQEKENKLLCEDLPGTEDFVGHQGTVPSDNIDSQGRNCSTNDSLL
GALK inhibitor = inhibitors of human galactokinase. P51570. Purified GALK, Kinase-Glo residual ATP luminescence. Potency, µM (top dose mostly 57.5 µM), inactives show top-dose activity change, negative = inhibition, most hits filed as inhibitors. actives 0.007% (n = 270,000); note: potency is the fitted concentration of half-maximal effect; % is set by controls: 0 for no effect and ±100 for the full control effect
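Compounds were pin-transferred into ATP buffer (35 uM final), then GALK plus galactose (5 nM, 100 uM final) was added. After 1 h at room temperature, Kinase-Glo Plus was added and luminescence read after 10 min.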
Menin-MLL TR inh = menin-MLL binding inhibition, Texas Red mutant peptide. O00255. Menin + Texas Red MLL mutant peptide, fluorescence polarization. Potency, µM (top dose mostly 61.6 µM), inactives show at the top dose FP activity change, negative = inhibition, most hits filed as inhibitors. actives 0.23% (n = 270,000); active = well fitted inhibition curve with a large enough effect in the polarisation, with a control signal flat, not every such curve was filed as active; inconclusive = small, poorly fitted or top-dose-only effect, or effect the other way, or a change in a side signal; inactive = no such curve, though single readings can be large or run the other way; the % refers to the polarisation; note: potency is the fitted concentration of half-maximal effect; % of control where 0% means no effect; many of its hits are not listed in these tables
Target sequence (O00255 whole entry, looked up): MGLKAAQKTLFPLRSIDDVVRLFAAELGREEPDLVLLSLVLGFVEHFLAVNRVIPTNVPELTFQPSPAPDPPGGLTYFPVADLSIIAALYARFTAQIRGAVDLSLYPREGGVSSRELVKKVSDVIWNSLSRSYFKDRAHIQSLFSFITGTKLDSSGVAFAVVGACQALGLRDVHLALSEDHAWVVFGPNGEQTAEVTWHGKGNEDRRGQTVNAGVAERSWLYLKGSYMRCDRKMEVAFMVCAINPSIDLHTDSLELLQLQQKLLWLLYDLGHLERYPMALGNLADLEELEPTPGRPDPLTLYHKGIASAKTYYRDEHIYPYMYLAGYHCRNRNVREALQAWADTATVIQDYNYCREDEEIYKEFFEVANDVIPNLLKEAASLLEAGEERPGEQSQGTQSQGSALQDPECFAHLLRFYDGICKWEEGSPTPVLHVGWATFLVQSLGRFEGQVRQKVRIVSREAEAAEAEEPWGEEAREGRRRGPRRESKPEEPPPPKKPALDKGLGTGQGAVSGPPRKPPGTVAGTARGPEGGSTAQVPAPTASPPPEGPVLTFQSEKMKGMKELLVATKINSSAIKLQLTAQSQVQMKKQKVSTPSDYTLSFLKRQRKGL
Coupling enz = coupling enzyme interference in Giardia aldolase counter-screen. coupling enzyme system counterscreen, AmpLite Red fluorescence. activity change, negative = inhibition, % at 58.2 µM, hits read low. actives 0.67% (n = 290,000). AID 2472; in the data active = activity change below about -30%; note: % is set by controls: 0 for no effect and ±100 for the full control effect
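Counterscreen lacking aldolase: glyceraldehyde-3-phosphate coupling-enzyme reagent preincubated 10 min at RT with compound (at 57.5 uM final), then substrate/coupling system with AmpLite Red added; fluorescence read at 525/598 nm after 20 min RT.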
Tb PFK block = blocks T. brucei phosphofructokinase | AID 485367 | actives 0.17% (n = 330,000) | T. brucei PFK, ADP-Glo luminescence | O15648 | Potency, µM (highest dose often 57.5 µM), inactives show at the highest dose activity, negative = inhibition, most hits filed as inhibitors;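 note: potency is the fitted concentration of half-maximal effect; 0% = uninhibited 1x PFK enzyme wells and -100% = no-enzyme wells; nearly all actives have a fitted effect of over 60% in size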
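PFK 1.25 nM, F6P 0.5 mM, ATP 0.1 mM, 0.1 M TEA pH 8.0, 5 mM MgCl2, 0.01% Tween20, 0.1% BSA; 45 min RT. ADP-Glo readout. qHTS titration up to 57 uM; curves fitted, compounds curve-classed.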
ASM inhibitor = human S-ASM enzyme inhibition; P17405; placental ASM, HMU-PC fluorogenic substrate, 60 min; Potency, µM (highest dose often 57.5 µM), for the others: top-dose activity change, negative = inhibition, actives largely listed as inhibitors; actives 0.006% (n = 340,000); AID 504937; note: potency is the fitted concentration of half-maximal effect
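Human placenta-derived ASM enzyme was preincubated with compound for 10 minutes at room temperature, then given fluorogenic substrate HMU-PC0 (9 uM final) for 60 minutes at 37 °C; a pH 10 stop preceded fluorescence reading at Ex 386/Em 447 nm.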
Giardia kill = Giardia lamblia killing; Giardia lamblia trophozoite viability; actives 0.15% (n = 340,000); AID 540267; activity change, % at 7.66 µM, hits read low; in the data active = activity change below about -80%; inconclusive = between about -30% and that limit;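 note: parasites exposed to compound for two days anaerobically before the ATP read; % is set by controls: 0 for no effect and ±100 for the full control effect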
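Viability, read as ATP luminescence: trophozoites at 100 cells/well, compound added, 48 hrs anaerobic at 37 deg C, then 15-30 min room-temperature development before reading.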
Starred values were filed as active, the others as inactive; [ ] = dose if it differs, or a comment. Unless noted, calls come from the whole dose curve; as a rule, active = well fitted curve in the direction sought with a large enough effect; inconclusive = small, poorly fitted or top-dose-only effect, or another doubt; inactive = no such curve, though single readings can be large; an effect the other way counts as inactive or inconclusive. This is a subset; rates above refer to the full screens.

For CCOCCCNS(=O)(=O)c1ccc2c(c1)OCCO2 the results were TSG101-PTAP inh 0%, Chronic BCR inh -8%, a7 integrin act 3%, PKM2 activator 8%, B2AR arrestin -0.3%, GALK inhibitor -1%, Menin-MLL TR inh -9%, Coupling enz 2, Tb PFK block 0%, ASM inhibitor 1% and Giardia kill 7.
For CCOCc1c(C(=O)OCC(=O)Nc2ccc(C)c(S(=O)(=O)N(C)C)c2)oc2ccccc12 the results were TSG101-PTAP inh -4%, Chronic BCR inh -15%, a7 integrin act -11%, PKM2 activator 2%, B2AR arrestin 0.2%, GALK inhibitor -2%, Menin-MLL TR inh 7%, Coupling enz 1, Tb PFK block 0%, ASM inhibitor -17% and Giardia kill 7.
`Cc1ccc(NC2CC(=O)N(c3ccc(C)cc3)C2=O)cc1` (stereo not drawn) gave TSG101-PTAP inh 4%, Chronic BCR inh 8%, a7 integrin act 13%, PKM2 activator -4%, B2AR arrestin 0.0%, GALK inhibitor -1%, Menin-MLL TR inh 2%, Coupling enz 4, Tb PFK block 1%, ASM inhibitor -4% and Giardia kill 1.
Screening O=C1CN(S(=O)(=O)c2ccc(F)cc2)CC(=O)N1CCc1ccccc1 returned Chronic BCR inh 3%, PKM2 activator -9%, B2AR arrestin 0.3%, GALK inhibitor 5%, Menin-MLL TR inh -5%, Coupling enz 0 and Tb PFK block 0%.
Screening Cc1cccn2c(=O)nc(SCC(=O)N3CCCCC3)nc12 returned TSG101-PTAP inh -6%, Chronic BCR inh inconclusive, a7 integrin act 6%, B2AR arrestin 0.4%, Tb PFK block -5%, ASM inhibitor 1% and Giardia kill 8.
CCCc1c(C(=O)N/N=C/C(C)=C/c2ccco2)nnn1-c1nonc1N was read as TSG101-PTAP inh 0%, Chronic BCR inh -1%, a7 integrin act 0%, B2AR arrestin 3.7%, GALK inhibitor -1%, Tb PFK block 0%, ASM inhibitor 7% and Giardia kill 2.
`Nc1ccc2nc(-c3cccs3)[nH]c2c1` gave TSG101-PTAP inh -6%, Chronic BCR inh inconclusive, a7 integrin act 0%, PKM2 activator -2%, B2AR arrestin 0.1%, GALK inhibitor 0%, Menin-MLL TR inh -12%, Coupling enz 1, Tb PFK block 0%, ASM inhibitor inactive and Giardia kill 4.
O=C(O)C1CCCN1C(=O)Oc1ccccc1 (stereo not drawn) was read as TSG101-PTAP inh -2%, Chronic BCR inh 2%, a7 integrin act -5%, PKM2 activator -1%, B2AR arrestin 0.1%, GALK inhibitor -1%, Menin-MLL TR inh -1%, Coupling enz 0, Tb PFK block 0%, ASM inhibitor 2% and Giardia kill -3.
`O=C(CN1C(=O)NC2(CCCCC2)C1=O)N1CCN(S(=O)(=O)c2ccc(F)cc2)CC1` gave TSG101-PTAP inh 1%, Chronic BCR inh 6%, a7 integrin act 9%, B2AR arrestin 0.1%, Tb PFK block -2%, ASM inhibitor 0% and Giardia kill 7.
For CCOc1ccc(-c2nonc2NC(=O)c2ccco2)cc1 the results were TSG101-PTAP inh -4%, Chronic BCR inh -3%, a7 integrin act 20%, PKM2 activator -8%, B2AR arrestin -0.4%, GALK inhibitor -4%, Tb PFK block 2%, ASM inhibitor 0% and Giardia kill -6.
O=C(CC1(O)C(=O)N(Cc2ccc3c(c2)OCO3)c2ccccc21)c1ccccc1 (stereo not drawn) was read as TSG101-PTAP inh -9%, Chronic BCR inh -7%, a7 integrin act -27%, PKM2 activator 1%, B2AR arrestin 0.0%, GALK inhibitor 18%, Menin-MLL TR inh 3%, Coupling enz -1, Tb PFK block 1%, ASM inhibitor -3% and Giardia kill -3.
`Cc1cccc(-c2n[nH]c(=S)n2/N=C/C=C/c2ccco2)c1` gave TSG101-PTAP inh -2%, Chronic BCR inh 9%, a7 integrin act -34%, PKM2 activator 13%, B2AR arrestin 0.4%, GALK inhibitor -2%, Coupling enz -2, Tb PFK block -8%, ASM inhibitor 0% and Giardia kill -23.
For Cc1ccc(NC(=O)Cn2ncc3ccccc32)c(Cl)c1 the results were TSG101-PTAP inh -9%, Chronic BCR inh inconclusive, a7 integrin act 8%, B2AR arrestin -0.2%, Menin-MLL TR inh 24%, Coupling enz 0, Tb PFK block 1%, ASM inhibitor 4% and Giardia kill -4.
For CCn1c2ccccc2c2cc([N+](=O)[O-])ccc21 the results were TSG101-PTAP inh -1%, Chronic BCR inh 6%, a7 integrin act 16%, PKM2 activator 1%, B2AR arrestin -0.1%, GALK inhibitor -6%, Menin-MLL TR inh inconclusive, Coupling enz -8, Tb PFK block 2%, ASM inhibitor -3% and Giardia kill -4.
For C=CCc1ccccc1OCC(=O)N/N=C/c1ccc(OC(C)=O)cc1OC(C)=O the results were TSG101-PTAP inh 1%, Chronic BCR inh inconclusive, a7 integrin act 0%, PKM2 activator -1%, B2AR arrestin 12%, Menin-MLL TR inh 5%, Coupling enz 1, Tb PFK block 1%, ASM inhibitor 225%[activator] and Giardia kill 4.
`N#CCC(=O)Nc1ccc(C(=O)OCC(=O)Nc2ccc3ccccc3c2)cc1` gave TSG101-PTAP inh 0%, Chronic BCR inh 0%, a7 integrin act -9%, B2AR arrestin -0.2%, Tb PFK block 2%, ASM inhibitor -5% and Giardia kill 9.
Screening NC(=S)N/N=C1/CCSc2ccc3ccccc3c21 returned TSG101-PTAP inh 0%, Chronic BCR inh inconclusive, a7 integrin act 10%, PKM2 activator -8%, B2AR arrestin 7.1%, GALK inhibitor 1%, Menin-MLL TR inh 46%[activator], Coupling enz 1, Tb PFK block 1%, ASM inhibitor 3% and Giardia kill 7.
`O=C(Nc1ccc2nn(-c3ccccc3)nc2c1)c1ccco1` gave TSG101-PTAP inh -4%, Chronic BCR inh 13%, a7 integrin act -7%, PKM2 activator 16%, B2AR arrestin 4.8%, GALK inhibitor -4%, Menin-MLL TR inh inconclusive, Coupling enz -1, Tb PFK block inconclusive, ASM inhibitor 18% and Giardia kill -1.
`C/C(Cl)=C/Cc1c(C)[nH]c2c(ccc3ccccc32)c1=O` gave TSG101-PTAP inh 2%, Chronic BCR inh inconclusive, a7 integrin act 17%, PKM2 activator 1%, B2AR arrestin -0.9%, GALK inhibitor 2%, Menin-MLL TR inh 17%, Coupling enz 0, Tb PFK block -5%, ASM inhibitor 3% and Giardia kill 7.
Screening C=CCC(NCCCO)c1cccc(OC)c1OC (stereo not drawn) returned TSG101-PTAP inh -2%, Chronic BCR inh 4%, a7 integrin act -12%, PKM2 activator -1%, B2AR arrestin 0.2%, GALK inhibitor 2%, Menin-MLL TR inh -10%, Coupling enz 3, Tb PFK block 29%, ASM inhibitor 0% and Giardia kill 5.
COc1ccc(CNS(=O)(=O)c2ccc(F)c(C(=O)Nc3ccccc3OC)c2)cc1 was read as TSG101-PTAP inh 0%, Chronic BCR inh -6%, a7 integrin act -4%, PKM2 activator 6%, B2AR arrestin -0.2%, GALK inhibitor 1%, Menin-MLL TR inh -14%, Coupling enz 0, Tb PFK block 3%, ASM inhibitor -3% and Giardia kill 15.
For O=C(O)CCC(=O)c1ccc2c(c1)CCCC2 the results were TSG101-PTAP inh -5%, Chronic BCR inh inconclusive, a7 integrin act 24%, PKM2 activator 5%, B2AR arrestin -0.3%, GALK inhibitor -1%, Menin-MLL TR inh -13%, Coupling enz 7, Tb PFK block 1%, ASM inhibitor -1% and Giardia kill 11.
O=C(C1CCCO1)N1CCN(C(=S)Nc2ccccc2Cl)CC1 (stereo not drawn) was read as TSG101-PTAP inh -5%, Chronic BCR inh 0%, a7 integrin act inconclusive, PKM2 activator -3%, B2AR arrestin 0.4%, GALK inhibitor 0%, Menin-MLL TR inh 11%, Coupling enz 1, Tb PFK block -4%, ASM inhibitor 4% and Giardia kill 30.
For C/C(CC(=O)Nc1ccc2c(c1)OCCO2)=N\NC(=O)COc1ccc(Cl)c(C)c1 the results were TSG101-PTAP inh -4%, Chronic BCR inh -1%, a7 integrin act 24%, B2AR arrestin 0.0%, GALK inhibitor 9%, Menin-MLL TR inh 15%, Coupling enz 2, Tb PFK block -2%, ASM inhibitor -10% and Giardia kill -9.
For Nc1nc2cc(S(=O)(=O)N3CCOCC3)ccc2o1 the results were TSG101-PTAP inh -4%, Chronic BCR inh -2%, a7 integrin act -10%, B2AR arrestin -0.4%, Tb PFK block 0%, ASM inhibitor 0% and Giardia kill -2.
For COC(=O)C1=C(C)Nc2ncnn2C1c1ccc(OC(=O)c2ccccc2)cc1 (stereo not drawn) the results were TSG101-PTAP inh -3%, Chronic BCR inh -5%, a7 integrin act 5%, PKM2 activator -2%, B2AR arrestin 0.3%, GALK inhibitor -2%, Menin-MLL TR inh inconclusive, Coupling enz 3, Tb PFK block 9%[0.46 µM], ASM inhibitor 3% and Giardia kill -1.
